GLP1R cytotox: cytotoxicity counter-screen for GLP-1 receptor inverse agonists | HEK293 cAMP-luciferase reporter cells, luminescence, 24 h | Potency, µM (titrated, usually from 38.3 µM), without a hit: at the top dose activity change, negative = inhibition, hits mostly inhibitors | 410,000 tested, 0.13% active | AID 624418;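 note: loss of luciferase light is scored as toxicity; % is set by controls: 0 for no effect and ±100 for the full control effect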
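A 23 nL compound transfer followed 12 hours of cell culture at 37 deg C; exposure then lasted 24 hr. Luciferase assay detection reagent was dispensed and plates read for luminescence after a 12 min room-temperature wait.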
GLP1R inv ag: inverse agonists of human GLP-1 receptor | Potency, µM (top dose mostly 38.3 µM), inactives show at the top dose activity change, negative = inhibition, hits mostly inhibitors | 410,000 tested, 1.6% active | P43220 | HEK293 GLP-1R CRE-luciferase, luminescence, 24 h; GLP-1R form is constitutively active; note: % is set by controls: 0 for no effect and ±100 for the full control effect; nearly all actives have a fitted effect of over 55% in size
Target sequence (P43220 whole entry, looked up): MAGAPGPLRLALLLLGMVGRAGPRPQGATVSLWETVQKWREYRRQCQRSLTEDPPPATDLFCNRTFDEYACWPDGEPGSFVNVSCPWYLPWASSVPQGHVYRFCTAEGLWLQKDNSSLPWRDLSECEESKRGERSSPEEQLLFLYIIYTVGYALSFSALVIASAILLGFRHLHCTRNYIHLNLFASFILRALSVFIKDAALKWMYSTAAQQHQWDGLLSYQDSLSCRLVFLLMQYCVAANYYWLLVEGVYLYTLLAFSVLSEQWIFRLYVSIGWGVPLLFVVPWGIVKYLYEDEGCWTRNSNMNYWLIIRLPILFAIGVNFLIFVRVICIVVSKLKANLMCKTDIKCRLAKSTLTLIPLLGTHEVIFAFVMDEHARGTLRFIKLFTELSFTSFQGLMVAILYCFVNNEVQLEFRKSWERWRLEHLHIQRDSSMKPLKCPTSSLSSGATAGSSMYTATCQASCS
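Constitutively active GLP-1R drives a cAMP-responsive luciferase in stably transfected HEK293 cells; test compounds are added after overnight (12 h) attachment and left 24 hr, and signal loss in luminescence marks inhibition.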
GLP-1R agonist: activates the human GLP-1 receptor | P43220 | HEK293 GLP-1R CRE-luciferase, luminescence, 4-6 h; cells express a hypersensitive GLP-1R form | Potency, µM (highest dose often 45.6 µM), without a hit: at the top dose activation, hits mostly activators | 380,000 tested, 0.007% active; note: % of control where 0% means no effect
TDP-43 yeast inh: inhibitors of TDP-43 toxicity in yeast; TDP-43 expressing yeast growth rescue, BacTiter-Glo, 24 h; 410,000 tested, 1.8% active; Potency, µM (titrated, usually from 46.1 µM), without a hit: top-dose growth rescue (activation), usual class: activators; note: % of control where 0% means no effect; nearly all actives have a fitted effect of over 50% in size
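Growth rescue of TDP-43-toxic yeast measured as ATP luminescence (BacTiter-Glo). Cells grown to mid-log in raffinose, induced in galactose at OD600=0.02, exposed to compound 24 hr at 30 deg C.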
SW480 rerep: DNA re-replication induction in SW480 cells; SW480 DNA re-replication, Hoechst DNA content imaging, 48 h; Potency, µM (titrated, usually from 46.1 µM), for the others: at the highest dose re-replication activation, most hits filed as activators; 340,000 tested, 1.8% active; note: % of control where 0% means no effect; nearly all actives have a fitted effect of over 55% in size
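Readout is total intensity of Hoechst-stained nuclei, excited at 405 nm and collected at 500-530 nm. Compound treatment lasted 48 hr at 37 C in 5% CO2 before staining.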
KB-3-1 tox: KB-3-1 parental cell cytotoxicity; KB-3-1 viability, CellTiter-Glo ATP luminescence, 72 h; Potency, µM (top dose mostly 46.1 µM), for the others: top-dose activity change, negative = cytotoxic, most hits filed as cytotoxic; 400,000 tested, 1.4% active; AID 1347075; note: % is set by controls: 0 for no effect and ±100 for the full control effect; nearly all actives have a fitted effect of over 60% in size
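Using CellTiter-Glo luminescence, growth of non-resistant KB-3-1 adenocarcinoma cells is assessed 72 h after pin-tool compound addition at 37 °C. Normalized responses across the concentration series yield fitted curves.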
HT1080NT lethal: kills 2HG-producing HT-1080-NT fibrosarcoma cells | HT-1080-NT fibrosarcoma viability, CellTiter-Glo ATP luminescence, 48 h | Potency, µM (doses to about 46.1 µM), without a hit: top-dose activity, negative = less viability, most hits filed as cytotoxic | 360,000 tested, 1.6% active;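 note: NT is the 2HG producing partner of a matched IDH1 knockdown line; 0% = DMSO-treated cells and -100% = media-only wells without cells; nearly all actives have a fitted effect of over 55% in size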
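Fibrosarcoma NT cells, 750 per well in 5% FBS RPMI, were exposed to compound for 48 hours. Viability: CellTiter-Glo luminescence.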
HT1080 IDH1KD tx: kills HT-1080 cells with IDH1 knockdown; HT-1080 IDH1 knockdown viability, ATP luminescence, 48 h; Potency, µM (series often up to 46.1 µM), for inactives: at the top dose activity, negative = toxicity, hits mostly cytotoxic; AID 686971; 360,000 tested, 2% active;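 note: 0% = DMSO wells and -100% = cell-free medium wells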
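CellTiter-Glo luminescence after 48 h compound exposure at 37 degrees C of IDH1-knockdown HT-1080 cells in 5% FBS RPMI. %Activity scaled between DMSO wells and cell-free media wells, with curves fitted and assigned curve classes.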
KB-V1 MDR tox: kills drug-selected multidrug resistant KB-V1 cells; 400,000 tested, 3.4% active; KB-V1 MDR cells viability, CellTiter-Glo, 72 h; Potency, µM (highest dose often 46.1 µM), without a hit: top-dose activity change, negative = cytotoxicity, hits mostly cytotoxic; note: % is set by controls: 0 for no effect and ±100 for the full control effect; nearly all actives have a fitted effect of over 60% in size
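Following 72 h at 37 degrees C with compound, KB-V1 cell viability was read by CellTiter-Glo luminescence, medium being phenol-red-free DMEM plus 10% FBS; concentration-response parameters came from normalized, curve-fitted qHTS data.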
Active calls of the source: *; ? = inconclusive; . = no result given; [ ] = another dose, or the depositor's remark. Calls come from the whole dose curve; as a rule, active = well fitted curve in the direction sought with a large enough effect; inconclusive = small, poorly fitted or top-dose-only effect, or another doubt; inactive = no such curve, though single readings can be large; an effect the other way counts as inactive or inconclusive. Potency is the fitted concentration of half-maximal effect.

Compound	GLP-1R agonist	GLP1R inv ag	KB-3-1 tox	HT1080NT lethal	GLP1R cytotox	SW480 rerep	TDP-43 yeast inh	HT1080 IDH1KD tx	KB-V1 MDR tox
COc1cccc(NC(=O)COC(=O)COc2ccccc2[N+](=O)[O-])c1	-8%	1%	5%	7%	2%	-124%[inhibitor]	23%	?	-2%
CCc1nc2ccc(C(=O)Nc3cccc(NS(C)(=O)=O)c3)cn2c1N(C)Cc1nccn1C	-1%	18%	0%	?	-8%	.	14%	7%	0%
Cc1c(Nc2nc(C(F)(F)F)nc3ccccc23)c(=O)n(-c2ccccc2)n1C	-2%	0%	-9%	0%	3%	?	18%	-1%	?
COc1ccc(C)cc1-n1c(-c2ccncc2)n[nH]c1=S	-6%	0%	8%	6%	-10%	-6%	18%	-1%	5%
CSc1nc(N(C)C)c2ccccc2n1	6%	-18%	18%	-1%	-9%	-6%	8%	1%	-15%
CC(=O)N1CCc2cc(S(=O)(=O)NCCCOC(C)C)ccc21	-2%	-2%	5%	6%	-11%	-8%[9.22 µM]	23%	0%	-10%
CC(Sc1ccccn1)C(=O)Nc1ccc2c(c1)OCCO2 (centres undefined)	20%	1%	2%	-1%	-5%	-2%	0%	8%	?
Cc1ccc(C(=O)N/C(=C\c2cccs2)C(=O)NCC2CCCO2)cc1C (centres undefined)	0%	-2%	5%	9%	-7%	-6%	0%	11%	1%
Cc1ccc2c(c1)-c1onc(C(=O)N3CCN(c4cc(C)ccc4C)CC3)c1CO2	-2%	10%	1%	.	2%	.	11%	.	-11%
Fc1cccc(Cc2c(C3CCCCC3)nc3ccc(Br)cn23)c1	8%	?	-2%	-2%	1%	.	0%	0%	8%
COc1ccccc1N1CCN(S(=O)(=O)CCNC(=O)C(C)Oc2ccccc2)CC1 (centres undefined)	-1%	-21%	-1%	-9%	2%	.	6%	-10%	8%
COc1ccc(/C=C(/NC(=O)c2ccco2)C(=O)N2CCCC2=O)cc1	4%	21%	-10%	-2%	15%	18%	-23%	-11%	-3%
COC(=O)c1nnc(-c2ccccc2)nc1OC	-24%	1%	8%	25%	-10%	2%	1%	?	0%
O=C(Nc1cnc2ccccc2c1)c1cccc(-n2cnnn2)c1	1%	4%	1%	1%	1%	-6%	12%	13%	9%
O=C(O)/C=C/C(=O)NNC(=O)c1ccccc1Br	-5%	0%	-3%	2%	6%	-3%	-10%	26%	25%
CC1CCCCC1NC(=O)COc1ccccc1C#N (centres undefined)	7%	-3%	-6%	2%	4%	?	?	0%	-25%
O=C(COc1ccc2c(c1)OCO2)Nc1nccs1	-1%	?	?	?	13%	-12%	-20%	?	?
COc1ccc(CNC(=O)C2C3C=CC4(CN(Cc5cccnc5)C(=O)C24)O3)cc1 (centres undefined)	-5%	6%	-2%	12%	-10%	-3%	3%	2%	10%
C=CCn1c(NCc2ccco2)nc2ccccc21	7%	6%	-6%	-7%	2%	-18%	7%	-2%	-2%
O=C(Cn1cc(COc2c(F)c(F)cc(F)c2F)nn1)c1ccc(O)cc1	-1%	5%	-2%	-2%	4%	-3%	7%	-8%	-6%

Record cards, as listed above. Values in the order: GLP-1R agonist, GLP1R inv ag, KB-3-1 tox, HT1080NT lethal, GLP1R cytotox, SW480 rerep, TDP-43 yeast inh, HT1080 IDH1KD tx, KB-V1 MDR tox
Profile of O=C(Cn1cc(COc2c(F)c(F)cc(F)c2F)nn1)c1ccc(O)cc1 → -1%, 5%, -2%, -2%, 4%, -3%, 7%, -8%, -6%
Profile of O=C(COc1ccc2c(c1)OCO2)Nc1nccs1 → -1%, ?, ?, ?, 13%, -12%, -20%, ?, ?

Only SW480 rerep, GLP1R cytotox and GLP-1R agonist, for some of the entries so far:
Compound | SW480 rerep | GLP1R cytotox | GLP-1R agonist
Cc1ccc(C(=O)N/C(=C\c2cccs2)C(=O)NCC2CCCO2)cc1C (centres undefined) | -6% | -7% | 0%
Cc1ccc2c(c1)-c1onc(C(=O)N3CCN(c4cc(C)ccc4C)CC3)c1CO2 | . | 2% | -2%

Next part
Compound	GLP-1R agonist	GLP1R inv ag	KB-3-1 tox	HT1080NT lethal	GLP1R cytotox	SW480 rerep	TDP-43 yeast inh	HT1080 IDH1KD tx	KB-V1 MDR tox
COc1ccccc1CO/N=C/NC(=O)c1c(OC)ccnc1Oc1ccc(F)cc1	7%	-18%	-14%	13%	-3%	?	-2%	5%	?
O=C(Cc1noc2ccccc12)Nc1ccccn1	8%	10%	-5%	16%	2%	-2%	2%	21%	10%
CC(C)(C)c1ccc(C(=O)NCC(=O)OCC(=O)Nc2nc(-c3ccc(F)cc3)cs2)cc1	0%	8%[7.66 µM]	-2%	-4%	1%[7.66 µM]	-3%	6%	-18%	-15%
Cc1ccccc1OCC(=O)OCC(=O)NCc1ccccc1	7%	2%	-1%	5%	6%	-1%	28%	7%	0%
CC(=O)Nc1c([N+](=O)[O-])cc2[nH]c(=O)[nH]c2c1[N+](=O)[O-]	0%	24%	-3%	2%	-2%	1%	-11%	-2%	1%
O=C1CC(c2ccco2)CC(O)=C1C=Nc1ccccc1-c1ccccc1 (centres undefined)	17%	?	0%	-22%	-3%	0%[1.84 µM]	.	-16%	16%
CCc1cccc(NC(=O)c2sc3nc4n(c(=O)c3c2C)CCC4)c1	13%	14%	15%	-1%	-7%	-1%	24%	-4%	15%
O=C(c1ccccc1)N1CCN(c2ncnc3c(-c4ccccc4)nsc23)CC1	18%	2%	0%	9%	0%	-6%	18%	8%	-8%
CC(C)(C)NC(=O)C(c1ccc(-c2ccccc2)cc1)n1c(=O)c(-c2ccccc2)nc2ccccc21 (centres undefined)	.	?	-12%	2%	5%	.	1%	-2%	?
CCOc1cccc(C(=O)N(Cc2ccco2)C2CCS(=O)(=O)C2)c1 (centres undefined)	1%	-18%	6%	16%	-11%	-1%	15%	3%	-6%
CCCCc1ccc(S(=O)(=O)NCCCN2CCCC2=O)cc1	-1%	-3%	-2%	-19%	5%	-9%	27%	5%	-26%
CC(C)(C)CC(C)(C)c1ccc(OCC(=O)Nc2ccc(S(=O)(=O)Nc3ncccn3)cc2)cc1	.	5%	2%	.	-4%	.	22%	.	-7%
Cn1c(Cc2ccccc2)[n+](C)c2ccccc21	3%	?	?	-10%	?	1%	-14%	-17%	0%
CCOc1ccc(N2C(=O)CC(SC(=NC)Nc3ccc(F)cc3)C2=O)cc1 (centres undefined)	5%	-44%	0%	-10%	-19%	-2%[9.22 µM]	-11%	-9%	2%
N/C(=N\OC(=O)COc1ccc(Cl)cc1)c1cccnc1	-2%	0%	0%	13%	15%	-5%	-12%	18%	?
Cc1ccc(Oc2coc3cc(OCC(=O)NC4CCCCC4)ccc3c2=O)cc1	.	-1%	5%	.	8%	.	24%	.	5%
CC(C)(C)C1CCc2c(sc(NC(=O)c3ccco3)c2C(=O)Nc2ccccc2Cl)C1 (centres undefined)	.	-4%	?	.	6%	.	10%	.	9%
O=C(N1CCOCC1)C1(S(=O)(=O)c2ccccc2)CC=CC1	1%	4%	16%	9%	-7%	0%	14%	7%	10%
NC1=NC(=O)C(=Cc2ccccc2)S1	-4%	21%	11%	-3%	-6%	-1%	-11%	-5%	-25%
CCCCc1nc2ccccc2c(NC(=O)CN2CCCC2)c1CCC	10%	0%	-8%	0%	-17%	-6%	-12%	0%	3%
CN1CCN(C(=O)c2cc3cc(F)ccc3[nH]2)CC1	8%	14%	-4%	-9%	3%	-10%	-2%	-3%	3%
Cc1ccc(N2C(=O)CS(=O)(=O)C23C(=O)N(Cc2ccccc2C)c2ccccc23)cc1Cl (centres undefined)	2%	-6%	6%	.	4%	.	16%	.	14%
C[C@@H]1[C@H]2[C@@H]3CC[C@@H](C3)[C@H]2CN[C@H]1c1cn(Cc2ccccc2)c2ccccc12	3%	?	0%	-4%	0%	?	12%	-5%	-1%
Cc1ccc2c(C)nc(SC(C(=O)c3ccccc3)c3ccccc3)nc2c1 (centres undefined)	-4%	5%	-7%	9%	-13%	.	15%	-6%	?
CCN(CC)c1ccc(C(=O)Nc2cccc(F)c2)cc1	25%	5.6µM*	-7%	?	-29%	13µM*	0%	?	-22%
Cc1ccc(S(=O)(=O)NCC(=O)N2CCN(c3ccccn3)CC2)cc1	11%	-3%	-4%	8%	-10%	-5%	-20%	10%	-4%
O=C(NC1CCCCC1)c1[nH]c(C(F)(F)F)nc1-c1ccccc1	-4%	-24%	0%	4%	4%	.	15%	-4%	-9%
Cc1ccccc1CSc1nc2c(c(=O)[nH]1)CCC2	28%	10%	-13%	-1%	17%	-3%	-3%	4%	6%
Cc1ccc(N(CC(=O)NCC2CCCO2)C(=O)CCC(=O)Nc2nccs2)cc1C (centres undefined)	4%	-2%	16%	12%	-4%	1%	-5%	4%	19%
Cc1cc(C(=O)N2CCCC(Nc3ccc(C)c(C)c3)C2)nc(C)n1 (centres undefined)	17%	11%	-1%	2%	1%	.	14%	1%	-7%
Cc1ccc(S(=O)(=O)N2CCOCC2)cc1NC(=O)COC(=O)COc1cccc2c1OC(C)(C)C2	6%	12%	2%	10%	4%	-61%[inhibitor]	-2%	6%	18%
COc1cc2ccccc2cc1C(=O)Nc1ccc(NC(=O)c2cccs2)cc1	4%	8%	9%	-16%	-10%	4%	-11%	-22%	0%
Cc1ccc(Nc2nc(NCCO)nc3c2cnn3C)cc1Cl	-1%	1%	0%	-10%	-26%	?	23%	-1%	0%
O=C(N/N=C1\CCCc2ccccc21)c1ccc([N+](=O)[O-])cc1	-3%	0%	7%	0%	-4%	1%	-12%	?	?
OC(Cn1cncn1)c1ccc(Cl)cc1 (centres undefined)	-9%	0%	1%	11%	10%	-4%	-19%	-2%	-5%

Two records picked at random from the list so far:
Compound	GLP-1R agonist	GLP1R inv ag	KB-3-1 tox	HT1080NT lethal	GLP1R cytotox	SW480 rerep	TDP-43 yeast inh	HT1080 IDH1KD tx	KB-V1 MDR tox
CN1CCN(C(=O)c2cc3cc(F)ccc3[nH]2)CC1	8%	14%	-4%	-9%	3%	-10%	-2%	-3%	3%
Cc1ccc(S(=O)(=O)NCC(=O)N2CCN(c3ccccn3)CC2)cc1	11%	-3%	-4%	8%	-10%	-5%	-20%	10%	-4%

Assay outcomes (PubChem)
